Tb PGK inh: T. brucei PGK inhibition; actives 0.043% (n = 380,000); PGK/GAPDH coupled, Kinase-Glo luminescence, 60 min; P07378; Potency, µM (top dose mostly 57.5 µM), for inactives: at the top dose activity change, negative = inhibition, usual class: inhibitors; also: % is scaled to controls: 0 for no effect and ±100 for the full control effect; nearly all actives have a fitted effect of over 60% in size
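Recombinant glycosomal PGK reaction used 1,3-bisphosphoglycerate generated in-well by GAPDH (100nM final) in 100mM TEA pH 7.6, 5mM MgCl2, 0.01% Tween-20. After 60 minutes at room temperature, ATP was read by Kinase-Glo Plus luminescence end-point.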
POLI inh: DNA polymerase iota (human) inhibition; Q9UNA4; Pol iota fluorescent replication assay, 10 min; Potency, µM (highest dose often 115 µM), inactives show at the highest dose activity, negative = inhibition, hits mostly inhibitors; actives 1% (n = 390,000)
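Fluorescent replication assay read twice, at 0 min and 10 min after adding 50 nM (final) substrate. Enzyme (10 nM) and compounds were first incubated 15 min at room temperature; enzyme-free buffer wells were negative controls.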
HP1b binding inh: blocks HP1-beta chromodomain binding to methylated histone tails; actives 0.56% (n = 390,000); P83916; Potency, µM (highest dose often 114 µM), for inactives: top-dose activity change, negative = inhibition, most hits filed as inhibitors; AID 540317; AlphaScreen HP1-beta / biotin-H3K9me3 peptide binding; also: nearly all actives have a fitted effect of over 70% in size; inactives centre near 23
Target sequence (P83916 whole entry, looked up): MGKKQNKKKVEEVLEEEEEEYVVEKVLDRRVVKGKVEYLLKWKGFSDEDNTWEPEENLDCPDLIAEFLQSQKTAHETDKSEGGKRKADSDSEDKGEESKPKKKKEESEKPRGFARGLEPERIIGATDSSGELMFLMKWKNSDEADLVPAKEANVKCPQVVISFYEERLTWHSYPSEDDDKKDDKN
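HP1-beta protein (50 nM final) preincubated 30 min at room temperature with biotinylated H3(1-18)K9me3 peptide (50 nM) in PBS pH 7.4, 0.01% Tween-20, then compound added for 30 min. AlphaScreen streptavidin donor/nickel chelate acceptor beads (10 ug/mL final), 30 min dark, luminescence read.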
G9a block: blocks human histone lysine methyltransferase G9a; G9a H3K9 monomethylation, AlphaScreen, 2 h; actives 8.8% (n = 350,000); Potency, µM (highest dose often 102 µM), for the others: top-dose activity, negative = inhibition, most hits filed as inhibitors; Q96KQ7; also: % is scaled to controls: 0 for no effect and ±100 for the full control effect; nearly all actives have a fitted effect of over 75% in size
Target sequence (Q96KQ7 913-1193 limits assumed): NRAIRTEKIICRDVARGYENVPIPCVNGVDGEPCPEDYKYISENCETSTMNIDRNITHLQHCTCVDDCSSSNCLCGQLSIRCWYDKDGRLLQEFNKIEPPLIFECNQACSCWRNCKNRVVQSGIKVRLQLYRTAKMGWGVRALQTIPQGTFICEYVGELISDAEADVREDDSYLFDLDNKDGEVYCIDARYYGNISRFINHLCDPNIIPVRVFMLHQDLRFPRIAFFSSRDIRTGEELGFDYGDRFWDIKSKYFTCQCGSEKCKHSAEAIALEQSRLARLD
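Signal arises when biotinylated H3K9 peptide, once monomethylated, bridges streptavidin donor and antibody-captured acceptor beads. Enzyme at 20 nM was preincubated 15 min with test compounds; peptide 500 nM and SAM 20 uM then reacted for 2 h.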
BAZ2B inh: blocks human BAZ2B. Potency, µM (series often up to 114 µM), without a hit: at the highest dose activity change, negative = inhibition, most hits filed as inhibitors. AlphaScreen BAZ2B-H3K14Ac peptide displacement. Q9UIF8. AID 504333. actives 4.4% (n = 360,000); also: % is scaled to controls: 0 for no effect and ±100 for the full control effect; nearly all actives have a fitted effect of over 60% in size
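In this displacement format the biotinylated H3(5-23) peptide acetylated at Lys14 serves as ligand at 50 nM, with BAZ2B at 50 nM in PBS pH 7.4 containing 0.01% Tween-20. Donor and acceptor beads are 10 ug/mL final.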
Pin1 inhibitor: inhibitors of human Pin1; AID 504891; Potency, µM (highest dose often 115 µM), without a hit: at the top dose activity, negative = inhibition, hits mostly inhibitors; Pin1 FP peptide displacement, HiFluor488, 10 min; actives 0.009% (n = 390,000); active = well fitted inhibition curve with a large enough effect in the polarisation, with a control signal flat, not every such curve was filed as active; inconclusive = small, poorly fitted or top-dose-only effect, or effect the other way, or a change in a side signal; inactive = no such curve, though single readings can be large or run the other way; the % refers to the polarisation; also: % is scaled to controls: 0 for no effect and ±100 for the full control effect
Target sequence (Q13526 whole entry, looked up): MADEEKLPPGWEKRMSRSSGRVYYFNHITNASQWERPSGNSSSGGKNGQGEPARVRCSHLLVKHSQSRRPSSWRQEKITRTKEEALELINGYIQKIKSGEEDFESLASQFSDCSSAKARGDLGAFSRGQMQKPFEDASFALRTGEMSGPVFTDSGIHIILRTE
BLM inh: blocks DNA unwinding by human BLM helicase; P54132; recombinant BLM DNA unwinding, fluorescence dequenching; Potency, µM (highest dose often 56.1 µM), without a hit: top-dose activity change, negative = inhibition, usual class: inhibitors; actives 0.2% (n = 350,000); AID 2528;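 also: plate controls were vehicle for no effect and no enzyme for full effect; nearly all actives have a fitted effect of over 35% in size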
JMJD2A Tudor: inhibitors of human JMJD2A Tudor domain | O75164 | AlphaScreen JMJD2A-Tudor / H3K4me3 peptide binding | Potency, µM (doses to about 114 µM), inactives show top-dose activity change, negative = inhibition, hits mostly inhibitors | actives 4.4% (n = 390,000); also: % is scaled to controls: 0 for no effect and ±100 for the full control effect; nearly all actives have a fitted effect of over 50% in size
GLS inh: glutaminase GLS (human) inhibition | O94925 | GLS enzymatic activity, qHTS titration | Potency, µM (top dose mostly 45.5 µM), for the others: at the highest dose activity change, negative = inhibition, actives largely listed as inhibitors | actives 0.21% (n = 410,000) | AID 624170; also: % is scaled to controls: 0 for no effect and ±100 for the full control effect
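Enzyme dispensed in phosphate buffer (45 mM, pH 8.2, 0.02% Tween-20), compounds pinned in, then 1 mM L-glutamine solution and the glutamate oxidase–HRP–Amplex Red mix added; fluorescence read immediately and again after 30 min at room temperature.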
* hit, by the source's call; i = inactive; ? = inconclusive; / = no result given; & = joins results of further samples; [ ] = another dose, or the depositor's remark. Unless noted, calls follow the shape of the dose curve; as a rule, active = well fitted curve in the direction sought with a large enough effect; inconclusive = small, poorly fitted or top-dose-only effect, or another doubt; inactive = no such curve, though single readings can be large; an effect the other way counts as inactive or inconclusive. Potency is read from the fitted curve at half-maximal effect.

1) Cc1ccc(CNC(=O)CN(C(=O)C2(C)CC(=O)N=C3C=CC=CN32)c2ccc(F)cc2)cc1 (stereo unspecified)
2) CCOC(=O)CC(NC(=O)c1cc2c(=O)n3cccc(C)c3nc2s1)c1ccc(OCC)c(OC)c1 (stereo unspecified)
3) CCC(C)Nc1nc2ccccc2n2c(C)nnc12 (stereo unspecified)
4) N#CC1=C(N)N(c2cccc(Cl)c2)C2=C(C(=O)CCC2)C1c1cc(CN2CCOCC2)cs1 (stereo unspecified)
5) CC1(C(=O)OCC(=O)Nc2ncc(Cl)cc2Cl)CC1(Cl)Cl (stereo unspecified)
6) O=Cc1sc(Nc2ccccc2)nc1Cl
7) Cc1oc(-c2cccc(Cl)c2)nc1CSc1nncn2c1cc1occc12
8) CN1CCN(c2c(/C=N/O)c3ccccc3n2C)CC1

Screen / compound no.,1,2,3,4,5,6,7,8
Tb PGK inh,5%,-9%,i,2%,-1%,0%,-1%,0%
POLI inh,148%[activator],-11%,13%,5%,-3%,-28%,-13%,28%
HP1b binding inh,52%[activator],76%[activator],50%[activator],4%,9%,48%[activator],29%,16%
G9a block,?,62%[activator][59 µM],-2%,-22%[59 µM],?,17%,10%[59 µM],-18%
BAZ2B inh,-1%,52%[activator],-9%,-36%,-1%,-1%,-1%,3%
Pin1 inhibitor,7%,-1%,-1%,4%,1%,?,-2%,0%
BLM inh,0%,0%,-1%,-3%,/,-5%,-4%,-5%
JMJD2A Tudor,0%,4%,-6%,-10%,-8%,1%,-16%,-28%
GLS inh,-4%,-1%,-5%,16%,1%,17%,-5%,45%[activator]

9) CC1=C(C(=O)Nc2ccc(C)cc2C)C(c2ccc([N+](=O)[O-])cc2)n2ncc(C(=O)Nc3ccc(F)cc3)c2N1 (stereo unspecified)
10) Cc1ccc(C(=O)NCCNc2ccc([N+](=O)[O-])cc2C(F)(F)F)cc1
11) O=C(CNc1ccccc1F)Nc1cccc2ccccc12
12) COCCNC(=O)CCCN1C(=O)c2ccccc2Sc2ncccc21
13) CCO[C@@H]1OC(C(=O)N2CCN(Cc3ccccc3)CC2)=C[C@H](c2csc3ccccc23)[C@H]1CCCO
14) COc1ccc(Cl)cc1NC(=O)Nc1cc(C)on1
15) O=C(C1COc2ccccc2O1)N1CCN(S(=O)(=O)c2ccccc2)CC1 (stereo unspecified)
16) COc1ccccc1C1CC(=O)NC(C)=C1C(=O)OC1CCCCCC1 (stereo unspecified)

Screen / compound no.,9,10,11,12,13,14,15,16
Tb PGK inh,-8%,-4%,0%,-1%,i,-11%,7%,1%
POLI inh,32%[activator],-1%,-10%,-8%&41%,18%,1%,10%,-8%
HP1b binding inh,2%,5%,-7%,41%&36%[activator],16%,44%[activator],9%,32%
G9a block,-29%[59 µM],-31%[59 µM],?,-6%,-18%[59 µM],/,/,-6%[59 µM]
BAZ2B inh,2%[57.1 µM],-31%,-3%,4%&-1%,-38%,?,-1%,-1%
Pin1 inhibitor,1%,3%,-8%,-3%&-8%,11%,-1%,-3%,4%
BLM inh,0%,-11%,-4%,-4%&3%,-10%,-5%,-1%,-4%
JMJD2A Tudor,-13%,?,-20%,-4%&10%,?,-3%,-1%,-3%
GLS inh,-2%,-3%,4%,-13%&1%,-4%,-4%,8%,8%

17) Cn1c(=O)[nH]c(=O)c2c1nc(N1CCOCC1)n2CC(O)COc1ccccc1 (stereo unspecified)
18) O=S1(=O)CCC(NC(=S)N2CCCCCC2)C1 (stereo unspecified)
19) Cc1ccc(/C(N)=N/OC(=O)c2ccc(F)cc2)cc1
20) NS(=O)(=O)c1ccc(CCNCC(=O)NCc2ccccc2Cl)cc1
21) CC1SC(C)C(=O)N(CC(=O)Nc2ccc3c(c2)OCO3)C1=O (stereo unspecified)
22) COC(=O)c1ccc(NC(=O)c2ccccc2)o1
23) COCCCNC(=S)NC1CC2CCC(C1)N2Cc1ccccc1 (stereo unspecified)
24) CSc1cccc(NC(=S)N2CCCN(Cc3ccccc3F)C2)c1

Screen / compound no.,17,18,19,20,21,22,23,24
Tb PGK inh,4%,-9%,-4%,-10%,-2%,5%,?,-1%
POLI inh,29%,21%,19%,9%,135%[activator],9%,4%,-24%
HP1b binding inh,46%,19%,23%,-36%,22%,23%,11%,19%
G9a block,3%,30%[59 µM],-1%[59 µM],-6%,9%[59 µM],/,-4%,?
BAZ2B inh,8%,4%,4%,50µM*,-4%,3%,-12%,?
Pin1 inhibitor,-5%,0%,1%,-14%,2%,0%,-2%,5%
BLM inh,-4%,2%,-1%,0%,0%,-1%,-2%,-11%
JMJD2A Tudor,-13%,-3%,4%,28µM*,-10%,2%,6%,-36%
GLS inh,-3%,0%,2%,0%,0%,11%,-2%,-4%

Nos. 23–24, reprinted for reference:
23) COCCCNC(=S)NC1CC2CCC(C1)N2Cc1ccccc1 (stereo unspecified)
24) CSc1cccc(NC(=S)N2CCCN(Cc3ccccc3F)C2)c1

Screen / compound no.,23,24
Tb PGK inh,?,-1%
POLI inh,4%,-24%
HP1b binding inh,11%,19%
G9a block,-4%,?
BAZ2B inh,-12%,?
Pin1 inhibitor,-2%,5%
BLM inh,-2%,-11%
JMJD2A Tudor,6%,-36%
GLS inh,-2%,-4%

(next part)
25) CC(C)(C)OC(=O)N1CCC(c2c(C(=O)N3CCN(c4ncccn4)CC3)cnn2-c2ccccc2)CC1
26) CCc1cccc(CC)c1NC(=O)COC(=O)c1ccccc1-c1nc2ccccc2s1
27) Cc1ccc(C)c(NC(=O)COC(=O)c2ccc[n+]([O-])c2)c1
28) CCOC(=O)N1CCc2c(sc(NCc3cccs3)c2C(=O)Nc2ccc(OC)cc2OC)C1
29) CC(NC(=O)C(C)N1C(=O)c2cccc([N+](=O)[O-])c2C1=O)c1ccccc1 (stereo unspecified)
30) O=C(C1CC=CCC1)N1CCN(S(=O)(=O)c2ccc(F)cc2)CC1 (stereo unspecified)
31) CCC(=O)N=c1n(C)c2ccccc2n1CCOc1ccccc1
32) Cn1cnc2c(=O)oc3ccc(S(=O)(=O)N4CCN(c5ccccc5F)CC4)cc3c21

Screen / compound no.,25,26,27,28,29,30,31,32
Tb PGK inh,-4%,i,-1%,-13%,i,-4%,i,3%
POLI inh,16%,-23%,34%[activator],53%[activator],78%[activator],21%,5%,?
HP1b binding inh,61%[activator],35%,31%,-19%,58%[activator],12%,41%[activator],11%
G9a block,2%[59 µM],29%[59 µM],/,2.8µM*,?,?,10%,-16%[59 µM]
BAZ2B inh,13%[57.1 µM],-1%,/,?,-6%,31%,23%,-33%
Pin1 inhibitor,2%,5%,6%,-1%,2%,-4%,-5%,-7%
BLM inh,2%,4%,/,-18%,-3%,/,4%,-10%
JMJD2A Tudor,-10%,11%,-23%,3.2µM*,-10%,1%,-12%,-8%
GLS inh,-5%,2%,-15%,4%,1%,0%,1%,?

33) Nc1cccc(-c2nc3ccccc3[nH]2)c1
34) CCCC(CCC)=NNC(=O)CN(Cc1ccccc1)S(=O)(=O)c1ccccc1
35) Cc1ccc(NCc2cc3cc4c(cc3n(CC(=O)Nc3ccc(C)cc3)c2=O)OCCO4)cc1
36) CC(C)C(=O)Nc1cccc(COc2ccc(CN(Cc3ccccc3)C(=O)OC(C)(C)C)cc2)c1
37) Cc1ccccc1-c1nc2sc(-c3ccccc3)cc2c(=O)o1
38) CC(Sc1ncc(C(F)(F)F)cc1Cl)C(=O)NC(N)=O (stereo unspecified)
39) CCC(=O)Nc1nnc(S(=O)(=O)N(CC)c2ccc(OC)cc2)s1
40) COC(=O)c1cccc(NC(=O)NC(=O)c2ccc(Cl)cc2)c1

Screen / compound no.,33,34,35,36,37,38,39,40
Tb PGK inh,-3%,-3%,1%,-2%,1%,-2%,5%,i
POLI inh,-11%,22%,?,11%,21%,105%[activator],-6%,26%
HP1b binding inh,26%,38%,35%,25%,35%,31%,40%[activator],24%
G9a block,-11%[59 µM],17%[59 µM],?,/,13%,-11%,9%,49%[activator][59 µM]
BAZ2B inh,11%,1%,-21%,/,-18%,-20%,9%,30%
Pin1 inhibitor,-1%,-2%,?,1%,1%,1%,4%,4%
BLM inh,-10%,1%,0%,/,0%,-6%,-2%,-6%
JMJD2A Tudor,-13%,-10%,0%,-17%,-15%,-10%,-5%,2%
GLS inh,11%,-3%,?,11%,-13%,-19%,5%,5%

Random excerpt: three entries already listed, in no set order.
39) CCC(=O)Nc1nnc(S(=O)(=O)N(CC)c2ccc(OC)cc2)s1
34) CCCC(CCC)=NNC(=O)CN(Cc1ccccc1)S(=O)(=O)c1ccccc1
37) Cc1ccccc1-c1nc2sc(-c3ccccc3)cc2c(=O)o1

Screen / compound no.,39,34,37
Tb PGK inh,5%,-3%,1%
POLI inh,-6%,22%,21%
HP1b binding inh,40%[activator],38%,35%
G9a block,9%,17%[59 µM],13%
BAZ2B inh,9%,1%,-18%
Pin1 inhibitor,4%,-2%,1%
BLM inh,-2%,1%,0%
JMJD2A Tudor,-5%,-10%,-15%
GLS inh,5%,-3%,-13%

Next part
41) O=C(NC1CCCCC1)N1CCNCC1
42) O=C(Nc1ccc2ccccc2c1)N1CCN(c2ncccc2C(F)(F)F)CC1
43) CC(Oc1ccccc1)C(=O)N=C1SC2CS(=O)(=O)CC2N1c1ccc(F)cc1 (stereo unspecified)
44) CNc1oc(-c2ccccc2)nc1S(=O)(=O)c1ccc(C)cc1
45) Cn1cc(/C=N\O)nc2c(=O)n(-c3ccccc3)c(=O)nc1-2

Screen / compound no.,41,42,43,44,45
Tb PGK inh,-4%,-2%,4%,-7%,-4%
POLI inh,156%[activator],-5%,5%,2%,70%[activator]
HP1b binding inh,5%,13%,47%[activator],33%,21%
G9a block,25%[59 µM],-32%,-1%[0.0925 µM],?,?
BAZ2B inh,4%,-3%,-5%,-20%,-25%
Pin1 inhibitor,-6%,-7%,-2%,-3%,?
BLM inh,-8%,-2%,0%,-8%,-1%
JMJD2A Tudor,-14%,-23%,-12%,-17%,-11%
GLS inh,4%,0%,3%,-3%,-5%

Screens deposited in PubChem BioAssay by National Center for Advancing Translational Sciences (NCATS).

The list is partial; rates above refer to the full screens.
